XIAP antagonists – small molecules displacing peptide from XIAP – biochemical, IAP family, fluorescence polarization (AID 1018) | XIAP BIR domain, fluorescence polarization peptide displacement; higher % means a stronger effect | actives 0.007% (n = 200,000) | displacement, % at 20 µM, or IC50 in µM where a hit was titrated; in the data active = displacement above about 50%; note: a part of the inactive calls stands beside numbers as strong as those of hits
WT yeast gro inh – growth inhibition of WT yeast, mitochondrial fusion screen. mitochondrial fusion phenotypic screen, WT strain. inhibition, % at 10 µM. actives 2.1% (n = 190,000). AID 1362; in the data active = inhibition above about 58%; tested in S. cerevisiae
Yfh1-depleted yeast – mitochondrial function rescue without frataxin homolog – Friedreich's ataxia, plus single-dose screen, dose response (AID 1465). S. cerevisiae Yfh1-off respiration, WST-1 reduction, 72 h; higher fold induction means a stronger effect. fold induction at 50 µM; hits with a dose series show EC50 in µM. actives 0.074% (n = 220,000);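 active = fold induction of absorbance versus untreated yeast above a set limit, then at least 30% activation at any dose in follow-up; inconclusive = repeats straddling the limit, or above it without dose testing; inactive = fold induction below the set limit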;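 note: activators that raise dye reduction in frataxin-depleted yeast; strong numbers were not always called active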
Large T inhibition – SV40 large T antigen inhibitors, biochemical (AID 1903); SV40 large T antigen ATPase/helicase inhibition assay; higher % means a stronger effect; one-dose inhibition, % at 20 µM; IC50 in µM for titrated hits; actives 0.39% (n = 310,000); in the data active = a potency from the dose series; inconclusive = inhibition mostly from about 32% at the one dose, without a potency; inactive = the rest, 99 in 100 with inhibition below about 32%; note: strong numbers were not always called active
RSV CPE inhibition – RSV antiviral activity via CPE protection, HEp-2 cells, primary 10 µM value included (AID 2391). actives 0.13% (n = 310,000). HEp-2 cells, RSV-induced CPE inhibition; higher % means a stronger effect. CPE inhibition, % at 10 µM; hits with a dose series show IC50 in µM; in the data active = a potency from the dose series; inconclusive = CPE inhibition mostly from about 23% at the one dose, without a potency; inactive = the rest, 99 in 100 with CPE inhibition below about 21%; note: strong numbers were not always called active
K1F lysis inhibition – inhibition of K1F phage lysis, E. coli UTI89, bacterial capsule biogenesis inhibitors, alamar blue (AID 488966); E. coli UTI89 K1F phage lysis, alamar blue, 2 h; higher % means a stronger effect; inhibition, % at 100 µM, or IC50 in µM where a hit was titrated; actives 0.02% (n = 340,000);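 active = phage lysis inhibition, versus mean bacterial control, above a set limit; inconclusive = no clear call, values can overlap the other calls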;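 note: capsule biogenesis inhibitors block K1F phage lysis so surviving cells raise fluorescence; higher fluorescence means more inhibition of phage lysis; actives were called in the ten point dose series up to 300 µM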
West Nile antiviral – inhibition of WNV-induced cytopathic effect – cell-based, CPE readout (AID 1621); West Nile virus-infected cells, CPE inhibition; higher % means a stronger effect; CPE inhibition, % at 10 µM, or IC50 in µM where a hit was titrated; actives 0.02% (n = 290,000); in the data active = a potency from the dose series; inconclusive = CPE inhibition mostly from about 3.7% at the one dose, without a potency; inactive = the rest, 99 in 100 with CPE inhibition below about 2.2%; note: strong numbers were not always called active
NS5 inhibitors – flavivirus cap methylation enzyme inhibition – biochemical, confirmation dose response, primary screen (AID 588689); Dengue-2 NS5 methyltransferase capping enzyme assay, biochemical; higher % means a stronger effect; actives 0.3% (n = 340,000); one-dose inhibition, % at 25 µM; IC50 in µM for titrated hits; in the data active = a potency from the dose series; inconclusive = inhibition above about 29% without an active follow-up result
CSM14.1 death rescue – rescue of cells from ER stress-induced death, primary screen, 384-well, CSM14.1, thapsigargin, ATP luminescence (AID 1222); CSM14.1 thapsigargin-induced death rescue, ATP luminescence; higher % means a stronger effect; one-dose cellular ATP content (survival), % at 20 µM; EC50 in µM for titrated hits; 190,000 tested, under 10 active;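 active = EC50 below 50 µM in the dose-response confirmation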;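 note: death triggered by thapsigargin at about 15 µM added after 2 h compound pretreatment; cell ATP read after overnight thapsigargin exposure of roughly 18 to 22 hours; normalized against plate controls of thapsigargin alone and 5% DMSO vehicle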
WT yeast gro inh mutant strain – second read-out of WT yeast gro inh, no call of its own (marks repeat the call); inhibition, %; mitochondrial fusion phenotypic screen, mutant strain inhibition
NS5 inhibitors pilot replicate – further read-out of NS5 inhibitors, marked with its call; inhibition, %; measured here: pilot screen replicate inhibition
Numbers without * were called inactive; i = inactive; ? = inconclusive; . = no result given; [ ] = remark or other dose.

SMILES | XIAP antagonists | WT yeast gro inh | WT yeast gro inh mutant strain | Yfh1-depleted yeast | Large T inhibition | RSV CPE inhibition | K1F lysis inhibition | West Nile antiviral | NS5 inhibitors | CSM14.1 death rescue | others
COCC(C)NC(=O)COc1ccc(Cl)cc1Cl (stereo unspecified) | 3.9% | -6 | 10 | i | 5% | 11% | 0.2% | -0.7% | 2% | -1.1%
Cc1cccc(C(C)C)c1NC(=O)CN1C(=O)NC2(CCc3ccccc32)C1=O (stereo unspecified) | . | . | . | . | 1% | -1.7% | 0.5%[50 µM] | . | 5% | .
Cc1nnc(NCc2ccco2)c2ccccc12 | -2.4% | -11 | -52 | i | 1% | 1.0% | 0.9% | 0.1% | -6% | 2.0%
CCOc1cc(CNc2ccccc2)cc(Br)c1OCc1ccccc1F | -2.9% | 41 | -9 | i | -7% | 14% | -0.4% | 1.0% | 3% | -0.7%
CCCCC(=O)Nc1cc([N+](=O)[O-])ccc1F | -4.1% | 2 | -10 | i | 4% | 5.0% | 0.5% | -0.2% | -7% | -2.2%
CCn1c(=O)c(C(=O)NCCCO)c(O)c2ccccc21 | -1.8% | 7 | -2 | i | 0% | -3.6% | 0.1% | 0.0% | 5% | -0.5%
CN(C(=O)CSc1nnc(-c2ccccc2)c(-c2ccccc2)n1)C1CCS(=O)(=O)C1 (stereo unspecified) | -2.6% | 9 | -2 | i | 22% | 1.8% | -0.1% | -0.7% | -6% | 2.2%
CCOC(=O)C1CCN(C(=O)Cn2cnc3sc(C)c(S(=O)(=O)N4CCOCC4)c3c2=O)CC1 | . | . | . | . | -19% | 0.0% | 0.3% | -0.1% | -2% | .
COc1ccc(C2(CNC(=O)c3ccccc3[N+](=O)[O-])CCOCC2)cc1 | -9.5% | -28 | -1 | i | 0% | 0.9% | -0.2% | -0.9% | -4% | 0.7%
COc1ccc(-c2nnc(SCc3ccc(C(=O)O)cc3)o2)cc1OC | . | . | . | . | 5% | 0.4% | 0.3% | -0.4% | -5% | .
Fc1ccc(C(c2nnnn2C2CCCC2)N2CCc3ccccc32)cc1 (stereo unspecified) | -6.3% | 38 | -2 | i | 5% | 3.7% | -0.1% | -0.6% | -2% | 2.1% | NS5 inhibitors pilot replicate=-6.5
Cc1ccc(S(=O)(=O)NCCNc2ccccc2[N+](=O)[O-])cc1 | -9.0% | 18 | 15 | i | -4% | -0.8% | -0.6% | -1.2% | 3% | -0.8%
O=c1ccnc(SCCC(F)=C(F)F)[nH]1 | -8.6% | 1 | -7 | i | 6% | 2.7% | -1.1% | 0.6% | -2% | .
CCc1c(C)sc(NC(=O)c2cccs2)c1C(=O)OC(C)C | -4.1% | 19 | 4 | i | 20% | 14% | 0.1% | 2.8% | 1% | -0.1%
O=C1CCC(=O)N1CCC(c1ccc(F)cc1)c1ccco1 (stereo unspecified) | -2.7% | 18 | 9 | i | 3% | 2.2% | 0.5% | -0.6% | -6% | -1.1%
O=C(Nc1cc(C(F)(F)F)ccc1N1CCOCC1)c1cn2ccccc2n1 | -6.3% | 7 | -53 | i | 15% | 0.8% | 0.0% | 0.6% | -1% | 2.7%
COc1ccc(OC)c(NC(=O)C2CCN(Cc3cnn(-c4ccccc4)c3-n3cccc3)CC2)c1 | -6.3% | 7 | 10 | i | 4% | ? | 2.7% | -0.7% | 0% | 4.2%
CCOC(=O)N1CCN(c2ccc(C(C)=O)cc2F)CC1 | -7.9% | -15 | -18 | i | -5% | 2.0% | -0.4% | -0.8% | -12% | -0.4%
COc1ccc(C(=O)/C=C/Nc2c(C)n(C)n(-c3ccccc3)c2=O)cc1OC | -3.4% | 2 | 1 | i | 9% | 0.6% | 1.4% | 0.3% | -4% | -1.0%
COC(=O)[C@@H](NC(=O)NCc1ccccc1F)C(C)C | 19% | -33 | -18 | i | -3% | 0.6% | 0.3% | 0.1% | -3% | -0.3%
COc1ccc2c(C)cc(SCC(=O)N3CCOCC3)nc2c1 | -21% | -3 | -12 | i | 10% | 2.1% | 1.5% | -0.2% | -34% | 0.6%
COc1ccccc1CNC(=O)CCCn1nc(C)c2c(C)n(-c3ccccc3)nc2c1=O | . | . | . | . | 10% | 8.7% | 0.3% | -0.2% | -3% | .
O=C(NCCc1ccccc1)C1CCCN(c2cnccn2)C1 (stereo unspecified) | . | . | . | . | -3% | -0.6% | 0.2% | 0.0% | 1% | .
CCCn1c(CC)nc([N+](=O)[O-])c1Sc1ccc(F)cc1 | -4.5% | 7 | 7 | i | 4% | 1.9% | 0.1% | 2.6% | -11% | -1.0%
Cc1ccc(C(=O)N/C(=C\c2cn(S(=O)(=O)N(C)C)c3ccccc23)C(=O)NCCCN2CCOCC2)cc1 | . | . | . | . | 15% | -2.2% | -0.1% | -0.1% | 1% | .
Cc1cc(OCC(=O)Nc2ccc(CN3CCCCC3)cc2)ccc1Cl | -8.5% | 21 | 29 | i | -5% | -1.5% | . | -0.2% | . | -1.7%
Cc1[nH]n(-c2ccccc2)c(=O)c1C(=O)c1ccc(Cl)cc1 | . | . | . | i | 14% | 0.8% | -0.2% | 0.6% | -4% | .
CCOc1ccc(CCNC(=O)c2cc(=O)[nH]c3ccc(S(=O)(=O)N(CC)CC)cc23)cc1OCC | . | . | . | . | 9% | 1.9% | 1.7%[50 µM] | -0.4% | -6% | .
Cc1ccc(OC(=O)c2ccccc2P(=O)(O)O)cc1 | -4.3% | 13 | 12 | i | 4% | -1.3% | 2.5% | -0.1% | -2% | 0.0%
O=C1NC[C@H](CC2CCCCC2)N(CC2CCCCC2)C1=O | . | . | . | . | 4% | -1.1% | 0.2% | . | 1% | .
Cc1ccc(C)c(NC(=O)CSc2nc3nc(-c4cccs4)cc(C(F)(F)F)c3c(=O)[nH]2)c1 | . | . | . | i | 20% | ? | -0.3% | 0.0% | -6% | .
COc1ccc(C)cc1NC(=O)C1CC(=O)OC12CCCCC2 (stereo unspecified) | -2.3% | -1 | 15 | i | 5% | 5.1% | 0.7% | -0.3% | -3% | -0.3%
CCOc1ccc(/C=N/N2CCN(Cc3ccccc3)CC2)cc1 | . | . | . | . | 7% | 2.5% | -1.3% | -0.4% | -1% | .
N/C(CN1CCSCC1)=N\OCc1c(F)cccc1Cl | . | . | . | i | 1% | . | 0.8% | -0.5% | -3% | .
Oc1[nH]c2ccccc2c1N=Nc1ccccc1F | -1.1% | 12 | 5 | i | 4% | 5.0% | 2.1% | -0.2% | ? | 4.5%
CC(NCC(=O)Nc1cc(S(=O)(=O)N2CCCCCC2)ccc1Cl)c1ccccc1 (stereo unspecified) | -0.1% | 11 | 16 | i | 63% | ? | -0.1% | -1.0% | -11% | -0.1%

Overlap with the part before: 4 compounds, then new ones.
SMILES | XIAP antagonists | WT yeast gro inh | WT yeast gro inh mutant strain | Yfh1-depleted yeast | Large T inhibition | RSV CPE inhibition | K1F lysis inhibition | West Nile antiviral | NS5 inhibitors | CSM14.1 death rescue | others
CCOc1ccc(/C=N/N2CCN(Cc3ccccc3)CC2)cc1 | . | . | . | . | 7% | 2.5% | -1.3% | -0.4% | -1% | .
N/C(CN1CCSCC1)=N\OCc1c(F)cccc1Cl | . | . | . | i | 1% | . | 0.8% | -0.5% | -3% | .
Oc1[nH]c2ccccc2c1N=Nc1ccccc1F | -1.1% | 12 | 5 | i | 4% | 5.0% | 2.1% | -0.2% | ? | 4.5%
CC(NCC(=O)Nc1cc(S(=O)(=O)N2CCCCCC2)ccc1Cl)c1ccccc1 (stereo unspecified) | -0.1% | 11 | 16 | i | 63% | ? | -0.1% | -1.0% | -11% | -0.1%
CC(C)(Oc1ccc(Cl)cc1)C(=O)NC1=NN(c2ccccc2)C(=O)C1 | -7.7% | 9 | 22 | i | 23% | 7.1% | 3.0% | -0.9% | 0% | -2.9%
COc1cccc(CN2CC(C(=O)NCCCc3ccc(C)cc3)CCC2=O)c1 (stereo unspecified) | . | . | . | . | 12% | 3.1% | 0.0% | -1.2% | -1% | .
O=C(O)/C=C/C(=O)NNC(=O)c1cc(-c2ccccc2)n[nH]1 | -5.2% | 0 | 6 | i | 13% | 2.5% | -0.5% | 1.1% | -1% | -0.9%
CCCCCOC(=O)C1C(c2ccccc2)C(C(=O)O)C1c1ccccc1 (stereo unspecified) | 1.5% | -22 | -9 | i | 10% | 1.3% | 4.2% | 0.1% | 4% | -4.4%
O=C(NO)c1ccc(C(=O)N(C2CCCCC2)C2CCCCC2)cc1 | 1.7% | 29 | -1 | i | 55% | -0.6% | -0.3% | 0.0% | -9% | -0.7%
CC(C)(C)c1cc(C(=O)O)n[nH]1 | -2.5% | -2 | 3 | i | 10% | 0.6% | 0.0% | 0.3% | -4% | -0.6%
CC(C)CCN1C(=O)c2ccc(C(=O)NCc3ccco3)cc2C1=O | -1.1% | 20 | -3 | i | 3% | 1.0% | 0.3% | 0.2% | . | -1.9%
COC/C=C/C1=CC2=CC(=O)C(C)(OC(=O)c3cnc4ccccc4n3)C(=O)C2=CN1CCCOC(C)C (stereo unspecified) | . | . | . | i | 11% | 0.0% | -1.2% | -0.3% | 23% | .
C/C=C/C=N/Nc1nc(C)cc(=O)[nH]1 | -5.5% | -13 | -8 | i | -1% | 0.5% | 0.2% | -0.7% | -7% | -0.2%
Cc1cc2c(cc1C)[n+](C)cn2CC(O)COCC1CC=CCC1 (stereo unspecified) | 16% | 1 | -7 | i | 10% | 5.9% | 0.5% | 1.4% | 9% | -2.5%
COc1cccc(N(C(=O)CS(=O)CC(=O)Nc2ccc(F)cc2)C(C(=O)NC2CCCCC2)c2cccs2)c1 (stereo unspecified) | -9.9% | 3 | -3 | i | 21% | 2.8% | 3.2% | -0.7% | 8% | -0.8%
O=C(Nc1cccc(-c2cnc3ccccc3n2)c1)C1CC(=O)N(c2ccccc2)C1 (stereo unspecified) | . | . | . | . | 19% | 0.0% | 1.9%[50 µM] | 0.0% | 0% | .
Cc1ccc(C)c(N(CC(=O)NC(C)C)C(=O)CCC(=O)Nc2ccccn2)c1 | . | . | . | . | 3% | 0.6% | 0.5% | 0.1% | -1% | . | NS5 inhibitors pilot replicate=3.9
Cc1ccc2cc(/C=N/NC(=O)c3ccc(F)cc3)c(Cl)nc2c1 | 1.4% | 3 | 12 | i | 9% | 0.3% | 0.1% | -0.4% | -2% | -1.8%
O=C(N/C=C\c1ccccc1)NCc1ccc(Cl)cc1Cl | -4.5% | 4 | -25 | i | 16% | 3.4% | 2.4% | -0.1% | . | -1.2%
O=C(CNC(=O)C1COc2ccccc2O1)N/N=C\c1ccc(Br)cc1 (stereo unspecified) | . | . | . | . | -11% | -0.1% | 0.1% | 0.0% | -1% | .

Compound activity deposited in PubChem by several laboratories.
